Screening results deposited in PubChem BioAssay by several laboratories.
NadD inh: blocks S. aureus nicotinate mononucleotide adenylyltransferase. purified NadD enzyme, colorimetric absorbance read-out. inhibition, % at 20 µM. actives 0.78% (n = 360,000); in the data active = inhibition above about 26%; note: some compounds past the cut are filed as inactive
SUMO1-SIM PPI: alters human SUMO1 binding to SIM partners; SUMO1 binding to a labelled peptide, TR-FRET, 1 h; P63165; actives 0.33% (n = 360,000); inhibition, % at 20 µM; AID 602429; in the data active = inhibition above about 37%
Target sequence (P63165 whole entry, looked up): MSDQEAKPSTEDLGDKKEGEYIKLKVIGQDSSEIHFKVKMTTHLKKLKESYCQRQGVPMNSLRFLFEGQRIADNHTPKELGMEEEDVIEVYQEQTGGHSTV
DNMT1 inh: blocks human DNA methyltransferase DNMT1; P26358; DNMT1 molecular beacon, Hinp1I cleavage, fluorescence; inhibition (reported as % activation of signal), % at 10 µM; actives 0.83% (n = 360,000); AID 588458; in the data active = inhibition above about 50%
Rpn11 inh: Rpn11 (human) deubiquitinase inhibition. actives 0.59% (n = 360,000). human 26S proteasome, Ub4-pepOG fluorescence polarization; 20S core pre-blocked with epoxomicin. AID 588493. O00487. calls only at 20 µM;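 active = inhibition at 20 µM, scaled to each plate's controls, above about 33%, limit read from the data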
Target sequence (O00487 whole entry, looked up): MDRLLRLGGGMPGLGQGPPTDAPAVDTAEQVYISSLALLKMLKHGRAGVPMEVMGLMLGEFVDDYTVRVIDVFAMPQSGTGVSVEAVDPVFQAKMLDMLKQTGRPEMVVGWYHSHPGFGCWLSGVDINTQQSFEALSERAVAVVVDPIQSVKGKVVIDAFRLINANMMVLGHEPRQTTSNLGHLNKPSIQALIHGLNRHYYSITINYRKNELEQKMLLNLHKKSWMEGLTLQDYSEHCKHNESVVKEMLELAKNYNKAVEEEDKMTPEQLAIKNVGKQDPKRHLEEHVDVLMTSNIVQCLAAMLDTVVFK
STEP block: inhibitors of human striatal-enriched phosphatase STEP. AID 588621. recombinant STEP, OMFP fluorogenic substrate, fluorescence. inhibition, % at 20 µM. P54829. actives 0.25% (n = 360,000);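 active = inhibition at 20 µM, scaled per plate between control wells, above about 37%, limit read from the data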;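 note: 0% = DMSO with enzyme and substrate and 100% = substrate only without enzyme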
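System: STEP phosphatase, cell-free reaction; Buffer or medium: Bis-Tris pH 6.0 buffer with DTT, detergent; Incubation: 20 min at room temperature, dark; Measured by: fluorescence, 480/540 nm.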
Scp-1 inhibitor: Scp-1 (human) phosphatase inhibition; Recombinant Scp1, phosphopeptide, malachite green phosphate absorbance; inhibition, % at 20 µM; actives 0.88% (n = 340,000); AID 493091; Q9GZU7;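 active = inhibition above about 50% at 20 µM, limit read from the data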;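 note: plate controls were DMSO wells with enzyme for no effect and wells lacking enzyme for full effect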
Target sequence (Q9GZU7 76-261 limits assumed): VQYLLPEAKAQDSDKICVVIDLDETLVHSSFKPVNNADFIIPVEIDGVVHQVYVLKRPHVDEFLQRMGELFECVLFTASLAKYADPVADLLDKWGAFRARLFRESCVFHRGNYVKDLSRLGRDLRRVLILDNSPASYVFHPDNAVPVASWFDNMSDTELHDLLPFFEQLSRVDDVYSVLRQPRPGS
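Incubation: 45 min enzyme reaction at room temperature / System: truncated SCP-1 phosphatase (76-261aa) / Reagent: Phospho 17-mer peptide substrate / Buffer or medium: Acidic Tris acetate buffer with magnesium and detergent / Signal: absorbance at 630 nm / Doses: one concentration, 20 µM, with 1.0% DMSO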
Tb MetRS inh: Trypanosoma brucei MetRS inhibition; purified T. brucei MetRS, ATP depletion, Kinase-Glo luminescence; inhibition, % at 11.9 µM; actives 0.4% (n = 360,000); AID 624268;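 active = inhibition above a per-plate cutoff of the control wells' mean inhibition plus 3 SD, cut at about 5.5% in these data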;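 note: 0% = DMSO wells median and 100% = median of wells with control inhibitor compound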
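Dosing: 11.9 µM compound single dose, 0.9% DMSO; Assay system: purified T. brucei MetRS enzyme; Measured by: Kinase-Glo luciferase luminescence reporting remaining unconsumed ATP; Schedule: 15 min plus 2 h at 25 °C.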
CSN deneddyl inh: CSN deneddylation inhibition; inhibition, % at 12.5 µM; actives 0.38% (n = 360,000); Purified CSN, SCF-Nedd8-OG deneddylation, fluorescence polarization; Q92905;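 active = pattern-corrected inhibition above about 35%, with an unprinted fluorescence ratio check between 0.5 and 1.5, limit read from the data, passing the limit was not always enough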;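 note: 0% = enzyme with substrate and 100% = substrate without enzyme; some results filed as inactive read as strong as hits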
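Material: human Csn5 produced in HEK293T cells; Input: enzyme 0.24 nM; Reagent: SCFSkp2-Nedd8OG substrate at 10 nM final; Dosing: 12.5 µM compound; Incubation: 90 min reaction at room temperature; Detection: fluorescence polarization of the substrate; Evaluation: % inhibition of substrate cleavage by Csn5; Control set: substrate-only high control, full reaction low control.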
LMPTP block: blocks human LMPTP phosphatase; P24666; recombinant LMPTP-A, OMFP fluorogenic substrate, fluorescence intensity; inhibition, % at 20 µM; actives 0.22% (n = 360,000); AID 651560;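 active = compounds that cut the enzyme signal by at least half of the control window in the single-dose screen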;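 note: plate controls were DMSO wells with enzyme plus substrate for no effect and substrate without enzyme for full effect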
Target sequence (P24666 whole entry, looked up): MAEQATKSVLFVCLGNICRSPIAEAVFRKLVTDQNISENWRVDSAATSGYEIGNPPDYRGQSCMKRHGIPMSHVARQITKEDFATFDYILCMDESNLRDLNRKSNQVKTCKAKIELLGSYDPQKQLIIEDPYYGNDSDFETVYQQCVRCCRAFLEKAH
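Assay system: LMPTP-A enzyme. Input: 0.625 nM LMPTP-A final. Probe or stimulus: 400 µM OMFP. Compound dosing: single 20 µM dose. Schedule: 50 min dark incubation at room temperature. Detection: fluorescence intensity of OMFP turnover product. Read-out: percent inhibition versus substrate-only and uninhibited controls. Benchmarks: no-enzyme low control, uninhibited high control.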
MsrA inh: bovine MsrA inhibition. actives 0.75% (n = 360,000). inhibition, % at 15.5 µM. purified bovine MsrA, absorbance read-out; in the data active = inhibition above about 4.5%;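 note: 0% = vehicle wells with enzyme and 100% = reference inhibitor wells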
* = called active by the depositor; i = inactive; / = not tested or not shown; + = active, no number. An excerpt. The share of hits here may be higher or lower than overall.

Every second line gives: SUMO1-SIM PPI, MsrA inh, NadD inh, DNMT1 inh, Rpn11 inh, Scp-1 inhibitor, STEP block, Tb MetRS inh, LMPTP block, CSN deneddyl inh
CCN(CC)C(=O)c1ccc(NC(=O)c2cccc(S(=O)(=O)N3CCN(Cc4ccccc4)CC3)c2)cc1
  4, 2.3, -3, -1, i, 4, 2, -0.6, -0.2, -2
O=c1[nH]c(=S)n(-c2ccccc2)c(O)c1C=NCCN1CCNCC1
  0, 5.4*, -4, -1, i, -13, 3, 0.8, -4.9, -4
O=C1NCN(c2ccccc2)C12CCN(C(c1ccnc3ccccc13)c1nnnn1C1CCCCC1)CC2 (stereo not drawn)
  2, -1.2, 9, -5, i, /, 3, 0.4, 1.7, 1
O=C(CN1CCCCC1)Nc1ccc(Br)cc1C(=O)c1ccccc1Cl
  2, -0.9, 0, -2, i, -4, -1, 0.0, -1.2, 2
CCOC(=O)c1cn2nc(OP(=S)(OCC)OCC)cc2nc1C
  -1, -0.2, -2, 1, i, 0, -12, -1.6, -0.8, 0
CC(=O)c1cccc(NC2=NCC(C)S2)c1 (stereo not drawn)
  -2, 0.1, -3, 2, i, 13, 2, 0.0, -0.4, 5
CC(C)c1ccc(-n2c(O)c(C=NC(CCS(C)=O)C(=O)O)c(=O)[nH]c2=S)cc1 (stereo not drawn)
  -2, 5.1*, 0, 2, i, -7, -6, -0.1, -0.5, 4
COc1cccc(OCc2cc(C(=O)N3C[C@H]4C[C@@H](C3)c3cccc(=O)n3C4)no2)c1
  2, 0.5, -2, -6, i, 3, -2, -0.7, -1.4, 3
COc1ccccc1N1CCN(Cc2ccccc2)CC1
  2, -1.3, -5, 2, i, -10, 4, 0.3, -3.0, -4
OC(c1ccccc1)(c1ccccc1)C1CCCN1 (stereo not drawn)
  0, -0.3, 5, 6, i, -3, 0, -0.2, 2.6, 0
CCN1CCN(C(=O)COc2ccc(S(=O)(=O)N3CCOCC3)cc2C)CC1
  2, -1.3, -2, -2, i, -1, 3, 0.7, -2.8, -4
CC1C2Cn3c(nc4ccccc43)C1N(C)O2 (stereo not drawn)
  0, -0.4, 0, 12, i, -6, -1, -0.2, -1.0, -2
Cc1ccc(-n2c(-c3ccc([N+](=O)[O-])cc3)nc3ccccc3c2=O)cc1
  -22, 2.5, 0, 0, i, -13, -5, -0.4, -0.3, 4
CN1CCN(c2nc(N)c(Br)c(Cl)n2)CC1
  -2, -0.4, -6, 1, i, -8, 1, -0.8, -0.6, -2
CS(=O)(=O)c1ccc(C2=C(CNC(=O)c3cccs3)[C@H]3CC[C@@H](C2)N3Cc2ccco2)cc1
  -3, 0.7, 0, 2, i, /, 1, 0.6, -1.0, 4
O=C1NC(=O)N(c2ccc(F)cc2)C(=O)/C1=C/c1ccsc1
  3, 0.9, 4, -1, i, 1, 1, -0.6, 0.2, 10
C=CCn1c(O)c(C(C)=Nc2ccc3c(c2)CCC3)c(=O)[nH]c1=O
  3, -1.1, 2, 0, i, -7, -1, -0.7, -2.2, 3
O=C(Nc1ccccc1)N1Cc2ccccc2-n2nncc2C1
  2, 1.1, -3, 6, i, 4, 4, -0.6, -1.5, 3
COc1ccc(CCn2c(O)c(C=Nc3ccc(NC(C)=O)cc3)c(=O)[nH]c2=O)cc1OC
  -3, 0.5, 3, -2, +, -4, 29, -0.2, 4.1, 38*
CCN1CCN(c2ccc(N)cc2)CC1
  -3, -1.4, -6, -1, i, -4, 2, 0.0, 1.0, 11
Clc1cc(Cl)cc(NC2=NCCS2)c1
  5, -0.2, -3, 1, i, -4, -3, -0.3, -0.7, 1
CC1=C(C/C(C)=C/c2ccccc2)/C(=C/CO)[C@H](O)[C@](C)(O)C12CC2
  1, -0.3, 3, -7, i, -8, -1, -0.5, 0.9, -4
COCCNC(=O)c1c(NC(=O)c2ccc(Br)o2)n(Cc2ccccc2)c2nc3ccccc3nc12
  12, 0.2, 21, -21, /, -5, 2, 0.2, 3.3, 16
O=C(/C=C/c1ccc(F)cc1)NC(=S)N1C[C@H]2C[C@H](C1)c1cccc(=O)n1C2
  1, 1.6, -1, -2, i, 4, -2, -0.6, -0.9, 2
COc1ccc(C(c2nnnn2C2CCCCC2)N2CCC3(CC2)C(=O)NCN3c2ccccc2)cc1 (stereo not drawn)
  5, -0.1, 23, -11, i, /, 2, -0.8, 5.3, -2
COc1ccc(NC(=O)[C@@H](NC(=O)N2C[C@H]3C[C@@H](C2)c2cccc(=O)n2C3)C(C)C)cc1
  1, -0.3, 5, -5, i, -1, -2, 0.1, -0.7, 0
C1CC2NCCC3NCCC(N1)N32 (stereo not drawn)
  1, 0.2, -6, -5, i, -4, -3, -0.4, -6.8, 2
CCCCC(=O)C1C(=O)NC(=O)NC1=O
  3, -0.6, 2, -2, i, -4, -1, 0.1, -2.2, -2
CNC(C(=O)c1ccccc1)C(OC)c1ccc(C)cc1 (stereo not drawn)
  4, -0.9, 3, -2, i, -7, -2, -0.4, -1.6, -4
O=C1NC(=O)N(Cc2ccccc2)C(=O)/C1=C/c1cnc(-c2ccccc2)nc1
  5, 0.6, 6, -1, i, -3, 1, -0.4, 0.4, 6

Every second line gives: SUMO1-SIM PPI, MsrA inh, NadD inh, DNMT1 inh, Rpn11 inh, Scp-1 inhibitor, STEP block, Tb MetRS inh, LMPTP block, CSN deneddyl inh
C[C@]12CCC(OC(=O)CCC(=O)O)CC1=CCC1C2CC[C@]2(C)C(=O)CCC12 (stereo partly drawn)
  -1, 0.1, -4, 91*, i, 9, 18, -1.2, -1.1, 3
CC[C@@H]1c2ccccc2[C@@H]2CC[C@H]1N2c1ccccc1
  -3, -1.3, /, /, /, /, /, -0.1, 1.9, 0
CC(C)CCn1c(=O)c(C(=O)NCc2ccco2)c(O)c2ccccc21
  -6, -1.3, -4, 2, i, -10, 1, -0.4, -2.1, 2
COc1ccc(-n2c(-c3ccccc3Br)nc3ccccc3c2=O)cc1
  -1, -0.2, -5, 1, i, -9, 2, -0.5, 0.0, 5
COc1cc(OC)c(OC)cc1CNCCc1cccc(F)c1
  -1, -0.8, 0, 0, i, -7, 0, 0.2, -1.6, 3
COC(=O)C1=C(c2c(C)noc2C)C[C@@H]2CC[C@H]1N2C(=O)NCCOc1ccccc1Cl
  -1, -0.7, -4, 4, i, -4, 0, -0.1, -0.6, -1
Cn1c(N2CCNCC2)nc2ccccc21
  -2, 0.6, -3, -3, i, -8, -1, -0.4, -2.6, 1
N#CC1c2ccccc2C=CN1C(=O)c1ccc(N(CCCl)CCCl)cc1 (stereo not drawn)
  0, 1.9, 4, 1, i, /, 0, 0.1, -0.6, 0
CCOc1cc(-c2nc3c(C)cccn3c2NCC2CCCO2)ccc1O (stereo not drawn)
  -4, 1.0, -7, -2, i, -11, 1, -0.7, 1.3, 2
COC(=O)C1=C(c2cccc(OCc3ccccc3)c2)C[C@@H]2CC[C@H]1N2C(=O)NCc1ccc(Cl)cc1
  3, 1.6, -2, -10, i, -8, 1, -0.3, 5.8, 3
Cc1ccc(-c2nc3ccccc3c(=O)n2-c2cc(C)ccn2)cc1
  2, -0.8, 4, -1, i, -3, 2, -1.5, 1.2, 2
O=c1[nH]c(=O)n(CCC2=CCCCC2)c(O)c1/C=N/Nc1ccccc1
  0, 0.4, 1, -5, i, 21, -3, -0.9, -0.4, -7
COc1ccccc1NC(=O)COC(=O)c1cn(C)c2ccccc12
  -4, -0.6, 0, -2, i, -8, -2, -0.1, 0.9, 1
O=C1NC(=O)C(Cc2ccccc2)(Cc2ccccc2)C(=O)N1
  -5, 0.8, -2, 3, i, -5, -2, -0.3, 0.4, -4
CCC(C)NC(=O)CN1C(=O)CN=C(c2ccccc2)c2ccccc21 (stereo not drawn)
  -2, 0.8, 10, 4, i, -1, 1, -1.0, -1.5, 5
C[C@]12CC[C@H](O)CC1=CC[C@@H]1[C@@H]2CC[C@]2(C)C(=O)CC[C@@H]12
  -2, 1.5, 4, -3, i, -6, 0, -0.6, -0.6, -1
Cc1nn(Cc2ccccc2)c(C)c1C(=O)OCC(=O)Nc1cccc(S(N)(=O)=O)c1
  2, -1.2, -2, -3, i, -5, 10, -0.5, -0.8, -3
COc1ccc(-c2nc3ccc(C(=O)N4CCC5(CC4)OCCO5)cc3nc2-c2ccc(OC)cc2)cc1
  -33, 0.2, -7, -6, i, 3, -4, -0.9, 0.5, -2
CCCCCn1c(=O)c(C(=O)Nc2nc(CC(=O)OCC)cs2)c(O)c2ccccc21
  3, -0.7, 0, 7, i, -6, 2, -0.1, -0.3, -6
Cc1oc(-c2ccc(Cl)cc2)nc1CS(=O)CC(=O)N1CCC2(CC1)OCCO2 (stereo not drawn)
  -1, -0.2, -1, -3, i, -8, -2, -1.1, -1.3, 3

Exported as comma-separated lines: part of the list above.
compound,SUMO1-SIM PPI,MsrA inh,NadD inh,DNMT1 inh,Rpn11 inh,Scp-1 inhibitor,STEP block,Tb MetRS inh,LMPTP block,CSN deneddyl inh
COc1ccc(-c2nc3ccc(C(=O)N4CCC5(CC4)OCCO5)cc3nc2-c2ccc(OC)cc2)cc1,-33,0.2,-7,-6,i,3,-4,-0.9,0.5,-2
CCCCCn1c(=O)c(C(=O)Nc2nc(CC(=O)OCC)cs2)c(O)c2ccccc21,3,-0.7,0,7,i,-6,2,-0.1,-0.3,-6
Cc1oc(-c2ccc(Cl)cc2)nc1CS(=O)CC(=O)N1CCC2(CC1)OCCO2 (stereo not drawn),-1,-0.2,-1,-3,i,-8,-2,-1.1,-1.3,3
